# Casp6 inh = human caspase-6 inhibitors, primary screen, biochemical, VEID-R110 fluorescence, single point, set 2; purified caspase-6, Z-VEID-R110 cleavage fluorescence; inhibition, % at 12.5 µM; 350,000 tested, 0.53% active;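 active = mean inhibition across replicates at least about 35%, with every replicate also reaching that limit, limit read from the data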;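 also: 0% = median of neutral control wells and 100% = no fluorescence left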
# Target sequence (P55212 24-179 limits assumed): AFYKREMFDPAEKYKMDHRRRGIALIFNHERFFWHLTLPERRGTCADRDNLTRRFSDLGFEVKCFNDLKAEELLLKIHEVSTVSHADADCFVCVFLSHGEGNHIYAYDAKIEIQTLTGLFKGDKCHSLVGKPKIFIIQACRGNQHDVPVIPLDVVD
# Target sequence (P55212 194-293 limits assumed): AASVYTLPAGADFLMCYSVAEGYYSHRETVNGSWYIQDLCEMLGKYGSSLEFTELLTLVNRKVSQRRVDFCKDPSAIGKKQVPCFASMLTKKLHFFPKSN
# LGR2 inh = inhibitors of bursicon-induced LGR2 CRE-luciferase signal, primary screen, cell-based, HEK293, CRE-luciferase reporter, bursicon stimulation. 380,000 tested, 0.35% active. AID 720647, 2013. Drosophila bursicon receptor LGR2 (rickets). inhibition, % at 9.99 µM. bursicon-stimulated, 4 h;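 active = drop in luminescence signal, shown as inhibition above about 50% in the replicate tests, limit read from the data, passing the limit was not always enough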;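 also: agonist challenge used bursicon conditioned medium at about half maximal strength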
# esBAF inh = Bmi1 luciferase reporter increase in mESCs, primary screen, esBAF inhibitor project, mouse ES cells, Bmi1 luciferase knock-in, single point; 24 h; 100% = twice the neutral-well signal; reporter increase, % at 12.5 µM; 350,000 tested, 2% active; in the data active = activation above about 40%;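 also: 0% = median of the plate's neutral control wells and 100% = double that signal; a rise in the Bmi1 reporter signal indicates esBAF inhibition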
# S100A4 MyoIIA = inhibitors of S100A4-myosin IIA peptide binding, primary screen, biochemical, fluorescence polarization, TAMRA-MyoIIA peptide | Protein S100-A4 (Homo sapiens), P26447 | AID 652163, 2013 | inhibition, % at 10.7 µM | 360,000 tested, 0.14% active;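 active = mean inhibition of at least 70% across replicates, with every replicate also reaching that level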
# Target sequence (P26447 whole entry, looked up): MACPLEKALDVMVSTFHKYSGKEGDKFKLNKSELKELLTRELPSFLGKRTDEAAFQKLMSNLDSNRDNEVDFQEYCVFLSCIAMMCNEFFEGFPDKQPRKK
#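 assay system = human S100A4 monomer with TAMRA-labelled myosin IIA peptide | also added = labelled myosin peptide probe, 5 nM | incubation = 5 min between mix addition and reading | control set = DMSO and TFP controls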
# FN deposit inh = inhibitors of fibronectin matrix deposition, primary screen, AH1F cells, Alexa488-fibronectin fluorescence, plate reader; AID 743247, 2014; 350,000 tested, 0.086% active; inhibition, % at 12.6 µM; AH1F fibroblasts, overnight;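 active = mean inhibition across replicates of 30% or more, regardless of how many single replicates reach that level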;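 also: positive control wells lacked labelled fibronectin entirely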
#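 Measured by – fluorescence 485/525 nm · System – AH1F fibroblast monolayer, labelled fibronectin deposition · Amount – 10000 cells per well · Buffer or medium – serum-reduced DMEM (2% serum) · Doses – single dose, pinned · Also added – fluorescent fibronectin at 24 nM final · Schedule – 1 h cell attachment, overnight exposure to compound and label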
# SIRT5 inh = SIRT5 desuccinylase inhibitors, primary screen, biochemical, fluorescence imaging, single point, set 5; NAD-dependent protein deacylase sirtuin-5, mitochondrial (Homo sapiens), Q9NXA8; Purified SirT5, succinyl-peptide AMC, trypsin-coupled fluorescence; inhibition, % at 15 µM; 330,000 tested, 1.1% active; AID 652115, 2013; in the data active = inhibition above about 15%
# Target sequence (Q9NXA8 whole entry, looked up): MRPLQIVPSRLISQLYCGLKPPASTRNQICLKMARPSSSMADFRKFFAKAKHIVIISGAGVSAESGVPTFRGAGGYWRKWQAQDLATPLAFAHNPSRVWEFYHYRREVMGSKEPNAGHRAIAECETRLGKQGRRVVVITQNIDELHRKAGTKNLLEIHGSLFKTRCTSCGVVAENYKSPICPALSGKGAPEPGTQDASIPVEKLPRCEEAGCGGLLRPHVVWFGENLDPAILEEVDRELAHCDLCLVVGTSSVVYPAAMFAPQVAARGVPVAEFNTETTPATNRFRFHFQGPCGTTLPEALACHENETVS
# Statin myotox sup = suppressors of statin myotoxicity in C2C12 myotubes, primary screen, cell-based, single point, plate reader | C2C12 myotubes + simvastatin, ATP luminescence, 48 h; scaled: DMSO 0, geranylgeraniol control 100 | rescue of ATP level, % at 7.49 µM | 330,000 tested, 0.78% active;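 active = mean ATP rescue above about 67%, or every replicate alone reaching that limit, limit read from the data, passing the limit was not always enough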;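 also: myotubes were challenged with 10 µM simvastatin during compound exposure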
# Starred values were filed as active, the others as inactive; . = not tested or not shown; & = joins results of further samples. This is a subset; rates above refer to the full screens.
SMILES,Casp6 inh,LGR2 inh,esBAF inh,S100A4 MyoIIA,FN deposit inh,SIRT5 inh,Statin myotox sup
C[C@@H]1CCCCO[C@@H](CN(C)Cc2ccccc2)[C@@H](C)CN([C@@H](C)CO)C(=O)c2cc(NS(=O)(=O)c3cccs3)ccc2O1,2,-37,5,8,-14,-3,.
O=C(Nc1ccc(F)cc1)N1CC(=O)N2[C@H](CO)[C@H](c3ccc(-c4cccc(F)c4)cc3)[C@@H]2C1,0,4,.,0,-15,3,.
CCn1cc(/C=C(\NC(=O)c2cc(OC)c(OC)c(OC)c2)C(=O)N2CCN(C)CC2)c2ccccc21,-2,20,-6,-3,11,3,4
C[C@@H]1CN([C@H](C)CO)C(=O)c2cc(-c3ccc(C(=O)N(C)C)cc3)cnc2O[C@H]1CN(C)C,1,-3,-1,1,-6,-9,1
Cc1cccc(N2CCN(C(=O)[C@H](C)N3C(=O)C4CC=CCC4C3=O)CC2)c1C (some centres not stated),0,-16,10,-7,-3,-2,-7
Cc1nc2ccccc2n1CCOc1ccc(F)cc1,-2,-4,1,5,-5,0,-26
COc1cccc(S(=O)(=O)N(C)C[C@@H]2Oc3ncc(Br)cc3C(=O)N([C@H](C)CO)C[C@@H]2C)c1,3&-3,3&3,2,-5&7,-4&-6,-4&-4,-12
COC(=O)c1sc2ccccc2c1NC(=O)c1ccc(S(=O)(=O)N2CCC(C)CC2)cc1,0,-2,.,4,9,.,.
O=C(CCc1nc2ccccc2c(=O)[nH]1)OCC(=O)c1cccc(Cl)c1,-5,.,.,7,-10,-2,.
COc1ccc(OC)c2c(C)c(C)[nH]c12,2,-21,4,-7,8,-2,2
COc1ccc(NC(=O)Nc2ccc3c(c2)CC(=O)N([C@H](C)CO)C[C@@H](C)[C@H](CN(C)C(=O)Nc2cccc4ccccc24)O3)cc1,.,-19,12,.,.,.,6
CC(CC(=O)N1CCc2ccccc21)n1cccn1 (configuration not stated),3,-6,13,-3,2,0,10
O=C(c1cc(F)c(F)cc1Cl)N1CCN(CCc2ccccc2)CC1,1,5,-12,-8,10,-1,2
COC(=O)c1ccc(Cn2cc(Cl)cn2)o1,2,.,.,-2,2,-1,.
CCCCNC(=S)N1CCn2cccc2C1c1ccc(F)cc1 (configuration not stated),-5,4,.,-2,.,0,.
CC1CC(C)CN(S(=O)(=O)c2ccc3c(c2)oc(=O)n3CC(=O)N2CCOCC2)C1 (configuration not stated),1,-1,0,-9,-13,1,-5
CN(C)CC#Cc1ccc([C@H]2[C@H](CO)N3C(=O)CN(C(=O)c4ccccc4)C[C@@H]23)cc1,-22,-10,.,8,.,0,.
C[C@H]1CN([C@@H](C)CO)C(=O)Cc2cc(NC(=O)Nc3cccc4ccccc34)ccc2O[C@H]1CN(C)Cc1ccc(-c2ccccc2)cc1,-2,6,-14,-15,.,1,57
Cc1ccc2c(C)c(C(=O)N(C)Cc3ccncn3)oc2c1C,2,-8,2,0,1,1,-1
CCOC(=O)n1c(=O)[nH]c2ccc(Br)cc21,-1,16,.,-1,-25,1,.
COc1ccc2oc(C(=O)OCC(=O)Nc3ccc(OC)c(S(N)(=O)=O)c3)c(C)c2c1,11,-12,10,-4,4,-5,8
O=Nc1c(O)[nH]c2ccc(Cl)cc12,1,-1,-7,-1,-5,-7,7
CCc1ccc(N=Nc2ccc(O)c3[nH]cnc23)cc1,-4,.,17,11,-3,-1,-1
CC(C)CC(C(=O)OCC(=O)N1CCN(c2ccccc2)CC1)N1C(=O)c2ccccc2C1=O (configuration not stated),-1,-5,-2,-4,-7,-3,11
Cc1cc(C)cc(OCC(=O)OCC(=O)c2cc(C)n(C3CC3)c2C)c1,-3,-1,-2,-1,.,-3,-12
CC1CCN(C(=O)CSc2nnc(N)s2)CC1,3,6,3,0,1,0,-2
Clc1cncc(Cl)c1NNc1c2ccccc2nc2ccccc12,-4,12,.,-3,-1,-3,.
Cc1ccc(Oc2ncccc2CO)cc1,.,8,-9,-2,-6,0,8
O=C(NNC1OC(CO)C(O)C(O)C1O)c1cccc(Br)c1 (configuration not stated),-3,5,.,0,-1,-1,.
N#C/C(=C\C=C\c1ccccc1)C(=O)NCc1ccco1,1,25,-2,-3,-14,-8,11
C[C@@H]1CN([C@@H](C)CO)C(=O)Cc2cc(NC(=O)CCCN(C)C)ccc2O[C@H]1CN(C)Cc1ccncc1,.,8,-3,.,.,-4,-8
Cc1sc2nc(CSCC(=O)NC3CCCCC3)[nH]c(=O)c2c1C,5,16,.,-4,2,1,.
Cc1c(N(C)S(=O)(=O)c2cccc(C(=O)NCC3CCCO3)c2)c(=O)n(-c2ccccc2)n1C (configuration not stated),2,8,.,10,2,-7,14
O=C(CSc1nnc(-c2ccccc2)c(-c2ccccc2)n1)NCC1CCCO1 (configuration not stated),0,8,-4,1,9,.,2
Cc1cc(N2CCN(C)CC2)nc2ccc(NC(=S)NCCC(C)C)cc12,-15,2,-6,1,2,-9,-1
CCC(=O)N1CC2(C1)[C@H](c1ccccc1)[C@@H](CO)N2Cc1cccc(Cl)c1,1,-9,.,9,.,-2,.
C[C@@H]1CN([C@H](C)CO)C(=O)c2c(c3ccccc3n2C)-c2ccccc2CO[C@@H]1CN(C)C(=O)N[C@H](C)c1ccccc1,-1,-8,-9,5,-1,1,-3
Cc1oc(-c2ccc(Cl)cc2)nc1CS(=O)CC(=O)NCCCN(C)C1CCCCC1 (configuration not stated),.,.,4,.,-10,.,-21
CCOC(=O)Cn1c(=O)n(Cc2ccco2)c(=O)c2ccc(C(=O)NCCc3ccccc3)cc21,.,.,7,.,-4,.,6
NC(=O)Cn1cnc(-c2ccccc2)c1,-2,4,.,-1,.,-3,.
CCc1nc2ccc(C(=O)NCCCn3ccnc3)cn2c1N(C)Cc1cccs1,-9,-9,1,6,-3,-3,-45
C[C@H](CO)N1C[C@H](C)[C@H](CN(C)Cc2ccncc2)Oc2ccc(NC(=O)Cc3ccccc3)cc2CC1=O,0,-2,2,-2,.,-2,-6
CCc1ccc2nc(N(CCCN(C)C)C(=O)c3ccc(S(=O)(=O)N4CCc5ccccc5C4)cc3)sc2c1,-2,2,-36,2,16,1,-1
Cc1noc(C)c1NC(=O)Nc1ccc2c(c1)C(=O)N([C@H](C)CO)C[C@@H](C)[C@H](CN(C)S(=O)(=O)c1c(C)noc1C)OCCCC[C@H](C)O2,1,-2,-2,-5,.,1,-62
Cn1cc(Cl)nc1C(O)c1ccccc1 (configuration not stated),-5,13,.,-4,-1,0,.
CCCc1cc2c(OC)ccc(O)c2c(=O)n1C,0,-22,.,-1,2,.,.
CN(C)c1ccc(/C=C/C(=O)c2cccnc2)cc1,-2,-24,.,-80,-2,6,.
O=C(NCCCCc1ccccc1)c1cccc(Br)c1,-2,-3,5,3,-3,-1,10
CCOC(=O)CN=C(NS(=O)(=O)c1ccc(Cl)cc1)c1ccccc1,2,-51,.,0,5,-2,.
COc1ccc(OCC(=O)N2CCN(S(=O)(=O)c3ccc(Cl)s3)CC2)cc1,0,-4,-1,144*,-3,6,1
C=C(C)C(=O)OCC(=O)NCc1ccccc1,-2,-51,.,0,-3,-11,.
Cc1cccc(CNC(=O)Cn2ccc3cc(S(=O)(=O)N4CCCC4)ccc32)c1,0,2,2,-3,1,16*,3
CN(C)S(=O)(=O)c1ccc(C(=O)N(c2ccccn2)c2ccccn2)cc1,.,.,-7,.,-1,.,7
CC1(C)CC(=O)C2=C(C1)Oc1ncn(CCCO)c(=N)c1C2c1ccccc1 (configuration not stated),3,4,6,8,.,1,-10
Cc1ccccc1NC(=O)COC(=O)c1ccc2c(c1)OCCO2,-2,0,-2,-2,-4,-3,0
Cc1cccc(-c2nc3ccccc3c(=O)n2NC(=S)N(C)C)c1,1,.,.,0,-6,-1,.
c1ccc(OCCNc2ccn3nc(-c4ccco4)cc3n2)cc1,5,-25,48*,-4,-10,-3,9
C[C@H](CO)N1C[C@H](C)[C@@H](CN(C)S(=O)(=O)c2ccccc2F)Oc2ncc(C#Cc3ccncc3)cc2C1=O,-2,4,0,-22,.,3,52
O=C(NC(=S)Nc1cccc2c(O)cccc12)c1cccc(Br)c1,0,-1,1,4,-6,-8,7
C=CCn1c(SCC(=O)NC2(C)CCS(=O)(=O)C2)nc2ccccc21 (configuration not stated),2,-13,-1,4,-1,-3,1
C[C@]12CCC3C(CC[C@H]4CC(O)CC[C@]34C)C1CC/C2=N/O (some centres not stated),0,11,-4,-10,4,-1,10

# An excerpt of these results, with bars between the fields.
SMILES | Casp6 inh | LGR2 inh | esBAF inh | S100A4 MyoIIA | FN deposit inh | SIRT5 inh | Statin myotox sup
CCc1ccc2nc(N(CCCN(C)C)C(=O)c3ccc(S(=O)(=O)N4CCc5ccccc5C4)cc3)sc2c1 | -2 | 2 | -36 | 2 | 16 | 1 | -1
Cc1noc(C)c1NC(=O)Nc1ccc2c(c1)C(=O)N([C@H](C)CO)C[C@@H](C)[C@H](CN(C)S(=O)(=O)c1c(C)noc1C)OCCCC[C@H](C)O2 | 1 | -2 | -2 | -5 | . | 1 | -62
Cn1cc(Cl)nc1C(O)c1ccccc1 (configuration not stated) | -5 | 13 | . | -4 | -1 | 0 | .
CCCc1cc2c(OC)ccc(O)c2c(=O)n1C | 0 | -22 | . | -1 | 2 | . | .
CN(C)c1ccc(/C=C/C(=O)c2cccnc2)cc1 | -2 | -24 | . | -80 | -2 | 6 | .
O=C(NCCCCc1ccccc1)c1cccc(Br)c1 | -2 | -3 | 5 | 3 | -3 | -1 | 10
CCOC(=O)CN=C(NS(=O)(=O)c1ccc(Cl)cc1)c1ccccc1 | 2 | -51 | . | 0 | 5 | -2 | .
COc1ccc(OCC(=O)N2CCN(S(=O)(=O)c3ccc(Cl)s3)CC2)cc1 | 0 | -4 | -1 | 144* | -3 | 6 | 1
C=C(C)C(=O)OCC(=O)NCc1ccccc1 | -2 | -51 | . | 0 | -3 | -11 | .
Cc1cccc(CNC(=O)Cn2ccc3cc(S(=O)(=O)N4CCCC4)ccc32)c1 | 0 | 2 | 2 | -3 | 1 | 16* | 3
CN(C)S(=O)(=O)c1ccc(C(=O)N(c2ccccn2)c2ccccn2)cc1 | . | . | -7 | . | -1 | . | 7
CC1(C)CC(=O)C2=C(C1)Oc1ncn(CCCO)c(=N)c1C2c1ccccc1 (configuration not stated) | 3 | 4 | 6 | 8 | . | 1 | -10
Cc1ccccc1NC(=O)COC(=O)c1ccc2c(c1)OCCO2 | -2 | 0 | -2 | -2 | -4 | -3 | 0
Cc1cccc(-c2nc3ccccc3c(=O)n2NC(=S)N(C)C)c1 | 1 | . | . | 0 | -6 | -1 | .
c1ccc(OCCNc2ccn3nc(-c4ccco4)cc3n2)cc1 | 5 | -25 | 48* | -4 | -10 | -3 | 9
C[C@H](CO)N1C[C@H](C)[C@@H](CN(C)S(=O)(=O)c2ccccc2F)Oc2ncc(C#Cc3ccncc3)cc2C1=O | -2 | 4 | 0 | -22 | . | 3 | 52
O=C(NC(=S)Nc1cccc2c(O)cccc12)c1cccc(Br)c1 | 0 | -1 | 1 | 4 | -6 | -8 | 7
C=CCn1c(SCC(=O)NC2(C)CCS(=O)(=O)C2)nc2ccccc21 (configuration not stated) | 2 | -13 | -1 | 4 | -1 | -3 | 1
C[C@]12CCC3C(CC[C@H]4CC(O)CC[C@]34C)C1CC/C2=N/O (some centres not stated) | 0 | 11 | -4 | -10 | 4 | -1 | 10

# Compound activity as filed in PubChem.
